ANO1 activ: activates or potentiates the mouse TMEM16A chloride channel; Q8BHY3; HEK293 TMEM16A/YFP-H148Q/I152L, iodide quench fluorescence; active compounds read low; B-score at 10 µM; 0.3% of 340,000 active; AID 623877;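 active = fluorescence-ratio B-score plate-corrected deviation score at least 3 library SD below zero, with starting fluorescence score within 5 deviations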;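 also: channel opened by trigger with iodide after compound preincubation; score built on the fluorescence ratio of max minus min over baseline; more negative score means more quench and so TMEM16A activation or potentiation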
TRPC4 agonist: TRPC4 (mouse) channel activation; 0.49% of 310,000 active; HEK293 TRPC4beta/mu-opioid, Fluo4 calcium fluorescence; active compounds read high; AID 2237; B-score at 10 µM;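 active = B-score above 5 SD of library B-scores, and initial fluorescence ratio not above library mean plus 5 SD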;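 also: positive B-score marks a calcium rise read as TRPC4 activation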
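Assay system: HEK293 stable line with TRPC4beta plus mu-opioid receptor. Times: dye 45 min RT, read 110 s. Measured by: kinetic Fluo4 calcium fluorescence. Measure: B score of integrated ratio. Controls: assay buffer as low control, maximal DAMGO as high control.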
hERG rescue: hERG (human) protection from proarrhythmic block; Q12809; CHO-hERG, FluxOR thallium flux, dofetilide IC70 present; activation (rescue from dofetilide block), less the hit threshold, % at 10 µM; 0.51% of 310,000 active;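 active = activation above the mean of controls blocked by dofetilide plus 5 SD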;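 also: thallium influx through hERG after potassium depolarization seen as dye fluorescence rise; in these data hits start at about 4.7%; inactives centre near -7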
ANO1 block: mouse TMEM16A channel inhibition, primary screen | Q8BHY3 | HEK293 TMEM16A/YFP iodide influx fluorescence, ionomycin | normalized B-score (activity score, 25-100; higher = stronger inhibition) at 10 µM | 1.2% of 310,000 active | AID 588511;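 active = ratio plate-corrected score three or more library SD toward inhibition, starting fluorescence score within five deviations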;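 also: score derived from kinetic fluorescence span divided by baseline fluorescence per well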
KCNK9 block: inhibitors of human KCNK9 two-pore domain potassium channel; Q9NPC2; HEK293 KCNK9, FluxOR thallium flux fluorescence; active compounds read low; B-score at 10 µM; 1.2% of 310,000 active; AID 488922;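 active = ratio B-score over 3 SD below the library mean, with starting fluorescence within 5 SD of its mean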;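 also: negative B-score means less thallium flux so channel inhibition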
Target sequence (Q9NPC2 whole entry, looked up, the tested form may be a part): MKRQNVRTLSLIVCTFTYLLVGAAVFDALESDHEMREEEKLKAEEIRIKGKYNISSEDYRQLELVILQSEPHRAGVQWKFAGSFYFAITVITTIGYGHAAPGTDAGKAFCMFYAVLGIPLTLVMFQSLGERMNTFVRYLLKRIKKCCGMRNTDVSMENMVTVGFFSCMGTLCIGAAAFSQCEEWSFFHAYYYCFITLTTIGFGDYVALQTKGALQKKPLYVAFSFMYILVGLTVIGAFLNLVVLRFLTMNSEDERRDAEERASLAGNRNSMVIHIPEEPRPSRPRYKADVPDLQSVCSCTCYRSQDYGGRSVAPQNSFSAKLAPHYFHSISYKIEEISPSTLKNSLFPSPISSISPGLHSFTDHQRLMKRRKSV
HDAC3 inhib: human HDAC3 inhibition; O15379; recombinant HDAC3, fluorogenic peptide/trypsin coupled, fluorescence; inhibition, % at 8.3 µM; 0.15% of 320,000 active; AID 2718; in the data active = inhibition above about 26%, passing the limit was not always enough; inconclusive = no clear call, values can overlap the other calls
DYRK1A inh: Dyrk1A (rat) kinase inhibition. Q63470. ADP-Glo luminescence, NFATc1 peptide. inhibition, % at 12.5 µM. 0.43% of 310,000 active. AID 504441; in the data active = inhibition above about 50%;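 also: plate controls were vehicle with enzyme for no effect and no enzyme for full effect; many of its hits are not listed in these tables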
KCNK3 inh: human KCNK3 channel inhibition, primary screen | O14649 | CHO-KCNK3 thallium flux, FluxOR fluorescence; active compounds read low | B-score at 10 µM | 0.84% of 340,000 active | AID 602410;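 active = B-score under library mean minus 4 SD, starting fluorescence ratio at most library mean plus 5 SD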;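 also: more negative B-score means stronger inhibition of thallium flux through KCNK3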
KCNQ1 act: potentiates or activates the human KCNQ1 potassium channel | B-score at 10 µM | P51787 | CHO-K1 KCNQ1, thallium flux FluxOR fluorescence; active compounds read high | 0.35% of 310,000 active | AID 2648;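 active = fluorescence ratio B-score, a plate-corrected score, at least three library SD, with initial intensity B-score within 5 SD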
Target sequence (P51787 whole entry, looked up): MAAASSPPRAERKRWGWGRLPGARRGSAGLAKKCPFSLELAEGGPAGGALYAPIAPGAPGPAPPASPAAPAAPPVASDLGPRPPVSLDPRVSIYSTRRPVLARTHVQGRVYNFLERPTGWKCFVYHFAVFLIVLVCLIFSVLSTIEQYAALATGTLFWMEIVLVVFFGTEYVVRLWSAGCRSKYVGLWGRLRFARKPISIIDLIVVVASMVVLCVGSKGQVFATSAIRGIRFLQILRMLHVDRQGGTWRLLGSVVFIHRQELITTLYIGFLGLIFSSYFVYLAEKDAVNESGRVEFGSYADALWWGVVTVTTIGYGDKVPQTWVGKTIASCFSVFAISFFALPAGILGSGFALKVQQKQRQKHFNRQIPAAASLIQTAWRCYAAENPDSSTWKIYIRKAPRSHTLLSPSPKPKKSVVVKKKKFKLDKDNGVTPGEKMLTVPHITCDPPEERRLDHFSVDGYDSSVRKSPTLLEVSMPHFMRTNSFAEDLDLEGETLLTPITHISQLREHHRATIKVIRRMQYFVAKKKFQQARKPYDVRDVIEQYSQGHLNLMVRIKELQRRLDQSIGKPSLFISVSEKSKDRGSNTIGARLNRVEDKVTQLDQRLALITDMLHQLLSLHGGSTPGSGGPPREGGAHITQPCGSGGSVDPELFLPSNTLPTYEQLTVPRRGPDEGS
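Schedule – 37 °C overnight plating, 90-min dark dye load, 20-min compound pretreatment · System – stable KCNQ1 CHO-K1 line · Probe or stimulus – thallium- and potassium-containing depolarizing buffer · Measured by – kinetic FluxOR fluorescence, 10 s baseline plus 110 s post-stimulus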
TRPC4 potent: TRPC4 (mouse) allosteric potentiation. HEK293 TRPC4beta/mu-opioid, DAMGO EC20, Fluo-4 Ca2+ flux; active compounds read high. B-score at 10 µM. AID 2227. 0.42% of 310,000 active;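 active = B-score of calcium response area above 5 SD of library B-scores, with initial fluorescence ratio within 5 SD of library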;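 also: B-score of integrated fluorescence ratio over time as area under calcium response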
KCNQ1 inh: blocks the human KCNQ1 potassium channel; CHO-K1 KCNQ1, FluxOR thallium flux fluorescence; active compounds read high; B-score at 10 µM; 1.3% of 310,000 active; AID 2642;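 active = compounds whose thallium flux B-score, printed positive for inhibition, exceeds three library SD while starting fluorescence stays within three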;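 also: channel opened by potassium depolarization with thallium stimulus after 20 min compound exposure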
Active calls of the source: *; i = inactive; ? = inconclusive; / = no result given. An excerpt; rates above refer to the full screens.

Values run as follows: ANO1 activ | TRPC4 agonist | hERG rescue | ANO1 block | KCNK9 block | HDAC3 inhib | DYRK1A inh | KCNK3 inh | KCNQ1 act | TRPC4 potent | KCNQ1 inh
COc1ccc(NC(=O)CCC(=O)N2CCN(S(=O)(=O)c3ccc(C)cc3)CC2)c(OC)c1
→ i | i | -7 | i | i | 3 | / | i | i | i | i
CC(C)CCNc1nc(N2CCCC2)c2c(c1C#N)CCN(C)C2
→ i | i | -30 | i | i | 2 | 10 | i | i | i | i
COc1ccc(S(=O)(=O)N2CCNCC2)cc1OC
→ i | i | -9 | i | i | -4 | 0 | i | i | i | i
CC(C)Cc1nnc(NC(=O)c2ccc([N+](=O)[O-])cc2)s1
→ i | i | -3 | i | i | -1 | 9 | i | i | i | i
O=C(c1cc2ccccc2oc1=O)N(Cc1ccco1)Cc1cccs1
→ i | i | -9 | i | i | -2 | -2 | i | i | i | i
COc1ccc(S(=O)(=O)Nc2noc3ccccc23)cc1
→ i | i | -3 | i | i | 2 | 1 | i | i | i | i
O=C(NCc1ccccn1)C(=O)Nc1nc(C23CC4CC(CC(C4)C2)C3)cs1
→ i | i | -6 | i | i | 16 | -7 | i | i | i | i
Cc1cccc(OC(C)C(=O)NCc2ccc(S(N)(=O)=O)cc2)c1 (stereo not given)
→ i | i | -11 | i | i | 0 | 0 | i | i | i | i
O=S(=O)(c1ccc(NC(=S)NCCC(c2ccccc2)c2ccccc2)cc1)N1CCOCC1
→ i | i | -11 | i | i | -2 | -1 | i | i | i | i
CCOC(=O)Nc1ccc2c(c1)nc1n2CCN(CCOC)C1
→ i | i | -2 | i | i | -61 | 5 | i | i | i | i
Cc1cc(C)c2c(=O)n(CC(=O)Nc3cccc(F)c3)sc2n1
→ i | i | -13 | i | i | / | 1 | i | i | i | i
COc1ccccc1C1SCCN1C(=O)c1ccc([N+](=O)[O-])cc1 (stereo not given)
→ i | i | -6 | i | i | 4 | -1 | i | i | i | i
Nc1cc(=O)[nH]c(SCC(=O)Nc2ncc(C(F)(F)F)cc2Cl)n1
→ i | i | -3 | i | i | 3 | -3 | i | i | i | i
COc1ccccc1NC(=O)N1CCCC1C(=O)Nc1ccc2c(c1)OCO2 (stereo not given)
→ i | i | -14 | i | i | / | 4 | i | i | i | i
CCCCC(=O)N1CCN(c2nc3ccc(F)cc3s2)CC1
→ i | 78* | -7 | i | i | -7 | 10 | i | i | i | i
CCOC(=O)c1sc(=S)n(C)c1NC(=O)c1ccccc1
→ i | i | -4 | i | i | 7 | -2 | i | i | i | i
COc1cc(OC)cc(C(=O)OC/C(O)=C(\C#N)c2nc3ccccc3[nH]2)c1
→ i | i | -10 | i | i | / | 3 | i | i | i | i
CC12CC3CC(C)(C1)CC(C(=O)NCc1cccnc1)(C3)C2
→ i | i | -8 | i | i | 1 | 1 | i | i | i | i
NS(=O)(=O)c1ccc(NC(=O)COC(=O)c2cc3ccccc3oc2=O)cc1
→ i | i | 1 | i | i | / | 3 | i | i | i | i
O=C(NC1CCCCCC1)C1CCN(S(=O)(=O)N2CCC3(CC2)OCCO3)CC1
→ i | i | -2 | i | i | -3 | 1 | i | i | i | i
CC1(C)CC(=O)C2=C(C1)OC(N)=C(C#N)C2c1ccsc1 (stereo not given)
→ i | i | -5 | i | i | ? | 14 | i | i | i | i
COc1cc(NC(=O)c2cc(OC)c(OC)c(OC)c2)ccc1NC(=O)c1cccs1
→ i | i | -4 | i | i | 4 | 5 | i | i | i | i
CCOCCCNC(=O)C(NC(=O)Cc1cccs1)c1ccccc1 (stereo not given)
→ i | i | -12 | i | i | 3 | / | i | i | i | i
COc1ccc(C)cc1N(C(=O)c1ccc(C#N)cc1)C1=NC(C)(C)CS1
→ i | i | -8 | i | i | -1 | 1 | i | i | i | i
O=C(Nc1ccc(NC(=S)NC(=O)c2ccccc2F)cc1)c1cccs1
→ i | i | -7 | i | i | -5 | -8 | i | i | i | 6*
COc1ccc(Nc2cc(Nc3cccc(OC)c3)ncn2)cc1
→ i | i | -2 | i | i | -1 | 3 | i | i | i | i
CCCOC1CCCN(C(=O)c2ccc(OC3CCN(C(=O)COC)CC3)cc2)C1 (stereo not given)
→ i | i | -7 | i | i | 1 | 0 | i | i | i | i
CC1CCN(c2nc(-c3ccccc3O)nc3ccccc23)CC1
→ i | i | -10 | i | i | -3 | -9 | i | i | i | i
CC(=O)c1ccc(N2CCCC2)c(F)c1
→ / | i | -4 | i | i | 7 | / | / | i | i | i
COc1cccc(/C=N/NC(=O)C(=O)NCc2cccnc2)c1O
→ i | i | -1 | i | i | 2 | 9 | i | i | i | i

Brought forward from above: 5 entries, followed by the next part.
Values run as follows: ANO1 activ | TRPC4 agonist | hERG rescue | ANO1 block | KCNK9 block | HDAC3 inhib | DYRK1A inh | KCNK3 inh | KCNQ1 act | TRPC4 potent | KCNQ1 inh
COc1ccc(Nc2cc(Nc3cccc(OC)c3)ncn2)cc1
→ i | i | -2 | i | i | -1 | 3 | i | i | i | i
CCCOC1CCCN(C(=O)c2ccc(OC3CCN(C(=O)COC)CC3)cc2)C1 (stereo not given)
→ i | i | -7 | i | i | 1 | 0 | i | i | i | i
CC1CCN(c2nc(-c3ccccc3O)nc3ccccc23)CC1
→ i | i | -10 | i | i | -3 | -9 | i | i | i | i
CC(=O)c1ccc(N2CCCC2)c(F)c1
→ / | i | -4 | i | i | 7 | / | / | i | i | i
COc1cccc(/C=N/NC(=O)C(=O)NCc2cccnc2)c1O
→ i | i | -1 | i | i | 2 | 9 | i | i | i | i
Cc1ccc(C)c(OCC(O)CNC2CCCC2)c1 (stereo not given)
→ i | i | -5 | i | i | -1 | / | i | i | i | i
CCc1ccccc1NC(=O)C(C)n1nc([N+](=O)[O-])c(Br)c1C (stereo not given)
→ i | i | -2 | i | i | -1 | / | i | i | i | i
COc1ccc(OC)c(-n2c(=S)[nH]c3cc(C(=O)N4CCC(C(N)=O)CC4)ccc3c2=O)c1
→ i | i | -9 | i | i | 4 | -4 | i | i | i | i
C/C(NCc1cccnc1)=C(\C#N)C(=O)NCc1ccccc1
→ i | i | -10 | i | i | 1 | 5 | i | i | i | i
Cc1cccc(C(=O)NC(=S)Nc2ccccc2C(F)(F)F)c1
→ i | i | -10 | i | i | -1 | -7 | i | i | i | i
COc1ccc(N(CC(=O)N/N=C(\C)c2ccc(C)cc2)S(=O)(=O)c2ccccc2)cc1
→ i | i | -6 | i | i | 12 | 2 | i | i | i | i
O=C1NCCCc2c1no[n+]2[O-]
→ i | i | 4 | i | i | 2 | -5 | i | i | i | i
CC(C)(C)NC(=O)c1ccccc1-c1nc2ccccc2s1
→ i | i | -6 | i | i | -1 | -2 | i | i | i | i
Cc1nnc(NC(=O)c2cccc(S(=O)(=O)N3CC(c4ccccc4)CC3=O)c2)s1 (stereo not given)
→ i | i | -7 | i | i | -1 | 9 | i | i | i | i
CCCC(=O)Nc1ccc(S(=O)(=O)Nc2cc(OC)ncn2)cc1
→ i | i | -5 | / | i | / | 2 | i | i | i | i
C=CCC1(CC=C)CCCN1C(=O)c1cc(COc2cccc(OC)c2)on1
→ i | i | -5 | i | i | -2 | 5 | i | i | i | i
C=CCNC(=O)c1cc(-c2cccnc2)nc2ccccc12
→ i | i | -3 | i | i | 1 | -1 | i | i | i | i
CC(Sc1nncn1C)C(=O)NCc1ccc2c(c1)OCO2 (stereo not given)
→ i | i | -20 | i | i | -3 | / | i | i | i | i
O=C(NCc1ccc(F)cc1)c1ccc(Cl)c(NC2=NC3CS(=O)(=O)CC3S2)c1 (stereo not given)
→ i | i | -8 | i | i | -3 | 1 | i | i | i | i
O=[N+]([O-])c1ccc(/C=N/Nc2nc(N3CCOCC3)nc(N3CCOCC3)n2)cc1
→ i | i | -5 | i | i | -4 | 0 | i | i | i | i
O=C(Nc1ccccc1)c1nn(-c2cccc(C(F)(F)F)c2)ccc1=O
→ i | i | -15 | i | i | 5 | -3 | i | i | i | i
CN(Cc1ccccc1)C(NC(=O)c1ccccc1)C(Cl)(Cl)Cl (stereo not given)
→ i | i | -6 | i | i | 7 | 0 | i | i | i | i
CCCC1(C(=O)OC)NC(c2cc(OC)c(OC)c(OC)c2)C2C(=O)N(CC)C(=O)C21 (stereo not given)
→ i | / | / | i | / | 3 | -9 | i | / | / | /
CC1=NN(c2ccccc2)C(=O)C1N=Nc1ccccc1 (stereo not given)
→ i | i | -7 | i | i | -2 | -4 | i | i | i | i
O=C(Cn1c(COc2ccccc2)nc2ccccc21)Nc1cc(Cl)ccc1Cl
→ i | i | -4 | i | i | -6 | -5 | i | i | i | i
COc1ccc(-c2cc(C(=O)OCC(=O)N3CCCC3)c3ccccc3n2)cc1
→ i | i | -12 | i | i | -1 | 15 | i | i | i | i
NC(=O)c1cc(C(=O)c2ccccc2Cl)c[nH]1
→ i | i | -5 | i | i | -3 | 3 | i | i | i | i
Cc1ccccc1/C=C1\Sc2ccc(C(=O)N3CCN(c4ccccn4)CC3)cc2N(C)C1=O
→ i | i | -24 | i | i | 4 | -4 | i | i | i | i
Cc1ccc(-c2nc(NC(=O)c3nn(C)cc3[N+](=O)[O-])sc2C)cc1
→ i | i | -9 | i | i | -3 | -2 | i | i | i | i
CC(OC(=O)c1ccccc1Oc1ccccc1)C(=O)NC1CC1 (stereo not given)
→ i | i | -17 | i | i | -2 | -5 | i | i | i | i
CC1=CC=CN2CC(O)CN=C12 (stereo not given)
→ i | i | -3 | i | i | -24 | -2 | i | i | i | i
CC(C)CC(=O)Nc1ccc(N2CCOCC2)cc1
→ i | i | -4 | i | i | -9 | 4 | i | i | i | i
C=CCc1cc(C=O)cc(OCC)c1O
→ i | i | -6 | i | i | 1 | -2 | i | i | i | i
c1ccc(-c2nc(-n3nc4ccccc4n3)nc3ccccc23)cc1
→ i | i | -14 | 100* | -7.9* | 0 | -2 | -14* | i | i | i
O=C(CO/N=C/c1ccc(OC(F)F)cc1)NC1CCCC1
→ i | i | -13 | i | i | 2 | -1 | i | i | i | i
